HP1b binding inh = HTS for Inhibitors of HP1-beta Chromodomain Interactions with Methylated Histone Tails | Potency, µM (series often up to 114 µM), without a hit: at the top dose activity change, negative = inhibition, hits mostly inhibitors | AID 540317, 2011 | AlphaScreen HP1-beta / biotin-H3K9me3 peptide binding | hit rate 0.56% among 390,000; note: potency is the fitted concentration of half-maximal effect; nearly all actives have a fitted effect of over 70% in size; inactives centre near 23
Target sequence (P83916 whole entry, looked up): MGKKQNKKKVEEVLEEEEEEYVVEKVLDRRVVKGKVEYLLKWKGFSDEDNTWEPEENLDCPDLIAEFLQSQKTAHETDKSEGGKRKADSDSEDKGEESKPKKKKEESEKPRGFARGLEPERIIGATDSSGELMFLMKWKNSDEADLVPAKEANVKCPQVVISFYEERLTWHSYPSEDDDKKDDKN
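AlphaScreen: HP1-beta (50 nM) preformed 30 min with biotin-H3(1-18)K9me3 peptide (50 nM) in PBS pH 7.4, 0.01% Tween-20. Compound added for 30 min at RT, then streptavidin donor/nickel chelate acceptor beads (10 ug/mL) for 30 min.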
ERG Ets-DNA blk = qHTS for Small Molecule Inhibitors of the ERG Ets/DNA interaction. Potency, µM (highest dose often 76.9 µM), without a hit: at the highest dose FP activity, negative = inhibition, most hits filed as inhibitors. hit rate 0.028% among 370,000. Transcriptional regulator ERG (Homo sapiens), P11308. fluorescence polarization, His-ERG Ets domain / labelled DNA; active = well fitted inhibition curve with a large enough effect in the polarisation, with a control signal flat; inconclusive = small, poorly fitted or top-dose-only effect, or effect the other way, or a change in a side signal; inactive = no such curve, though single readings can be large or run the other way; the % refers to the polarisation;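 note: polarization taken with two DNA probes labelled with fluorescein and Texas red; potency is the fitted concentration of half-maximal effect; % of control where 0% means no effect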
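His-tagged ERG Ets domain (1 uM in the protein solution; 300mM KCl, 50mM Tris-HCl, 1mM EDTA, 1mM DTT, pH 7.5) received compound, then a probe mix of 5 nM fluorescein-DNA and 100nM Texas-615-DNA. Fluorescence polarization was read for both dyes.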
JMJD2A Tudor inh = qHTS Assay for Inhibitors of JMJD2A-Tudor Domain | Potency, µM (titrated, usually from 114 µM), without a hit: top-dose activity change, negative = inhibition, actives largely listed as inhibitors | AID 504339, 2011 | AlphaScreen JMJD2A-Tudor / H3K4me3 peptide binding | hit rate 4.4% among 390,000; note: potency is the fitted concentration of half-maximal effect; % is set by controls: 0 for no effect and ±100 for the full control effect; nearly all actives have a fitted effect of over 50% in size
BAZ2B inh = qHTS Assay for Inhibitors of BAZ2B; hit rate 4.4% among 360,000; AlphaScreen BAZ2B-H3K14Ac peptide displacement; Potency, µM (top dose mostly 114 µM), for the others: top-dose activity change, negative = inhibition, usual class: inhibitors; note: potency is the fitted concentration of half-maximal effect; % is set by controls: 0 for no effect and ±100 for the full control effect; nearly all actives have a fitted effect of over 60% in size
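Protein-peptide AlphaScreen: BAZ2B 50 nM, b-H3K14Ac 50 nM, 1x PBS pH 7.4 + 0.01% Tween-20. Preincubation 30 min RT; cpd 30 min RT (top 110 uM); beads 20 min RT, light-protected.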
Pin1 inh = qHTS Assay to Find Inhibitors of Pin1. AID 504891, 2011. Pin1 FP peptide displacement, HiFluor488, 10 min. hit rate 0.009% among 390,000. Peptidyl-prolyl cis-trans isomerase NIMA-interacting 1 (Homo sapiens), Q13526. Potency, µM (doses to about 115 µM), without a hit: at the highest dose activity, negative = inhibition, actives largely listed as inhibitors; active = well fitted inhibition curve with a large enough effect in the polarisation, with a control signal flat, not every such curve was filed as active; inconclusive = small, poorly fitted or top-dose-only effect, or effect the other way, or a change in a side signal; inactive = no such curve, though single readings can be large or run the other way; the % refers to the polarisation; note: potency is the fitted concentration of half-maximal effect; % is set by controls: 0 for no effect and ±100 for the full control effect
PGK inhibitor = qHTS Assay to Find Inhibitors of Phosphoglycerate Kinase. PGK/GAPDH coupled, Kinase-Glo luminescence, 60 min. Potency, µM (top dose mostly 57.5 µM), for the others: top-dose activity change, negative = inhibition, most hits filed as inhibitors. hit rate 0.043% among 380,000. Phosphoglycerate kinase, glycosomal (Trypanosoma brucei brucei), P07378; note: potency is the fitted concentration of half-maximal effect; % is set by controls: 0 for no effect and ±100 for the full control effect; nearly all actives have a fitted effect of over 60% in size
Target sequence (P07378 whole entry, looked up): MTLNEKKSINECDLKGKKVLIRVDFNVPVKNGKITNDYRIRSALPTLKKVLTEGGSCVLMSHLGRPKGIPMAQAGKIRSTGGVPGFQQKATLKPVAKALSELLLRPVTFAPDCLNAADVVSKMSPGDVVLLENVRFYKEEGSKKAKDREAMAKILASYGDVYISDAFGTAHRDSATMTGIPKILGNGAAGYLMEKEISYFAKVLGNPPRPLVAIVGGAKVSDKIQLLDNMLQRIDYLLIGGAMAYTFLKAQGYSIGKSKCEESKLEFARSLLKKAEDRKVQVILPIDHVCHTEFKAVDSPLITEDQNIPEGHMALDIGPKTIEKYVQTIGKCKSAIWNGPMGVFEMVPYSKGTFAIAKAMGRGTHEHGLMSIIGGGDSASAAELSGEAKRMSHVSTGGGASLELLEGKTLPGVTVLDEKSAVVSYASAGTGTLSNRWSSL
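Luminescent ATP detection (Kinase-Glo Plus) follows a 60-minute room-temperature incubation, with wells lacking PGK as controls. Buffer: 100 mM TEA (pH 7.6), 5 mM MgCl2, 0.01% Tween-20. Coupling enzyme GAPDH (100 nM final) supplies unstable 1,3-BPG in-well.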
G9a block = qHTS Assay for Inhibitors of Histone Lysine Methyltransferase G9a; hit rate 8.8% among 350,000; G9a H3K9 monomethylation, AlphaScreen, 2 h; Histone-lysine N-methyltransferase EHMT2 (Homo sapiens), Q96KQ7; Potency, µM (series often up to 102 µM), for inactives: at the highest dose activity, negative = inhibition, hits mostly inhibitors; note: potency is the fitted concentration of half-maximal effect; % is set by controls: 0 for no effect and ±100 for the full control effect; nearly all actives have a fitted effect of over 75% in size
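Chemiluminescent proximity detection of H3K9 monomethylation, read after 10 min bead incubation in the dark. Reaction: 20 nM G9a, 500 nM biotin-H3K9 peptide, 20 uM SAM cofactor, 2 h, room temperature, following 15 min enzyme-compound preincubation.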
PI4K2A inh = qHTS for small molecular inhibitors of PI4K2A; Phosphatidylinositol 4-kinase type 2-alpha (Homo sapiens), Q9BTU6; purified PI4K2A, ADP-Glo luminescence, 1 h; hits give low values; activity change, negative = inhibition, % at 76.9 µM; hit rate 0.13% among 420,000; AID 1346378, 2018; in the data active = activity change below about -50%; inconclusive = mostly about -30% to -49%;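 note: -100% = wells without enzyme as full effect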
Target sequence (Q9BTU6 whole entry, looked up): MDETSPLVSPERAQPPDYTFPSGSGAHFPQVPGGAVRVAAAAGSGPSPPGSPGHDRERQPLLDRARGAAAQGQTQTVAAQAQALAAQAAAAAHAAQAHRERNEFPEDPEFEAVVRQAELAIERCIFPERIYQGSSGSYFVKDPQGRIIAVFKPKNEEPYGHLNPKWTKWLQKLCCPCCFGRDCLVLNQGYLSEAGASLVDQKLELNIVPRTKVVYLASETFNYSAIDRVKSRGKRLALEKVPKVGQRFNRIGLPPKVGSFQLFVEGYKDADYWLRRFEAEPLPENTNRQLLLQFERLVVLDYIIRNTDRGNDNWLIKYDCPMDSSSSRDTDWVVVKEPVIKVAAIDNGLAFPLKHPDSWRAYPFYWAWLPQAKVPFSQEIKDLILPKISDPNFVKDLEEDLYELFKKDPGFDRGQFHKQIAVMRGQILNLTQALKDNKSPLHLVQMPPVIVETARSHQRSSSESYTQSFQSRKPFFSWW
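PI4K2A activity was measured by ADP-Glo luminescence: enzyme (4 ug/mL stock) and phosphatidylinositol (1.2 mM stock) in Tris pH 7.5/MgCl2/EGTA/Triton X-100 buffer were reacted with ATP (300 microM stock) for one hour at ambient temperature.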
GLS inhibitor = qHTS for Inhibitors of Glutaminase (GLS); Glutaminase kidney isoform, mitochondrial (Homo sapiens), O94925; GLS enzymatic activity, qHTS titration; Potency, µM (highest dose often 45.5 µM), for inactives: at the highest dose activity change, negative = inhibition, hits mostly inhibitors; hit rate 0.21% among 410,000; note: potency is the fitted concentration of half-maximal effect; % is set by controls: 0 for no effect and ±100 for the full control effect
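hKGA in 45 mM KH2PO4 (pH 8.2), 0.02% Tween-20 with compound, then 1mM L-Glutamine (stock as added) plus glutamate oxidase/HRP/Amplex red coupling mix. Fluorescence read initially and after 30 min at RT; signal change reflects glutamate formation.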
Numbers without * were called inactive; i = inactive; ? = inconclusive; . = not tested or not shown; [ ] = remark or other dose. Unless noted, calls come from the whole dose curve; as a rule, active = well fitted curve in the direction sought with a large enough effect; inconclusive = small, poorly fitted or top-dose-only effect, or another doubt; inactive = no such curve, though single readings can be large; an effect the other way counts as inactive or inconclusive. Rows are unselected; 11% or so of the library scored in one or more.

SMILES	HP1b binding inh	ERG Ets-DNA blk	JMJD2A Tudor inh	BAZ2B inh	Pin1 inh	PGK inhibitor	G9a block	PI4K2A inh	GLS inhibitor
NS(=O)(=O)c1ccc(CNC(=S)NC2CCCC2)cc1	10%	0%	-12%	-17%	-5%	-9%	-6%[59 µM]	8	1%
CC(Nc1ccc(-c2nc(-c3ccccn3)no2)cc1[N+](=O)[O-])c1ccccc1 (stereo unspecified)	32%	-3%	-20%	-5%	14%	8%	-6%[59 µM]	0	3%
CC(C)(C)NC(=O)c1ccncc1	9%	-2%	-10%	9%	2%	-1%	5%	3	0%
Cc1ccc(CNC(=O)c2ccc3c(c2)nc(C)n3-c2cccc(F)c2)cc1	23%	-8%	-15%	-3%	1%	-5%	10%[59 µM]	0	-16%
O=C(Nc1ccc(F)cc1)C(Sc1nnc2ccccn12)c1ccccc1 (stereo unspecified)	27%	.	-7%	-3%	2%	i	6%[59 µM]	-2	-4%
COc1ccc(NC(=O)CC(C)S(=O)(=O)c2ccc3c(c2)NC(=O)CO3)cc1OC (stereo unspecified)	32%	4%	0%	0%	-1%	i	3%[59 µM]	-6	7%
Nc1cc[n+](CC(=O)Nc2ccccc2)cc1	23%	-13%	-2%	-6%	-2%	i	.	0	-2%
COc1ccc2[nH]c(=O)c(CN(C)C(=O)COc3ccccc3)cc2c1	30%	-4%	-5%	24%	-6%	-2%	-5%	2	3%
Cc1cccc(C(=O)Nc2ccc(NC(=O)Cc3ccc(Cl)cc3)cc2)c1	-3%	-1%	-22%	-4%	5%	2%	5%	7	2%
CC1(C)Cc2nc3sc4c(OCc5ccccc5)ncnc4c3cc2CO1	22%	-5%	-15%[57.1 µM]	-1%	-12%	-1%	-2%[59 µM]	4	2%
Clc1ccc(CN2CCN(/N=C/c3cccnc3)CC2)cc1	-18%	2%	-35%	?	0%	-2%	?	3	-1%
COc1ccc(NC(=O)CSc2nc3ccccc3n2Cc2cccc(OC)c2)cc1	60%[activator]	-1%	2%	?	24%	-7%	30%[59 µM]	-1	2%
CCOc1ccccc1NC(=O)COC(=O)c1nc2nccc(C)n2n1	9%[57 µM]	13%	-4%	.	2%	-4%	.	0	4%
COc1cccc(NC(=O)Nc2nnc(CC(=O)Nc3ccccc3)s2)c1	30%	-3%	-8%	3%	25%	-2%	20%[59 µM]	-3	-2%
CCCc1[nH]nc2c1C(c1ccc(OCCN3CCOCC3)c(OC)c1)C(C#N)=C(N)O2 (stereo unspecified)	28%	-7%	-7%	-6%	-1%	-8%	?	-2	61%[activator]
COc1ccc(OC)c(Nc2nc3ccccc3nc2-n2nc(C)cc2C)c1	115%[activator]	4%	38%[activator]	28%	?	1%	99%[activator][59 µM]	0	5%
Cc1csc(=O)n1CC(=O)Nc1ccc(C(C)C)cc1	15%	3%	-13%	13%	1%	i	?	10	6%
O=C(CS(=O)(=O)c1c[nH]c2ccccc12)NC1CCCCC1	33%	-6%	-13%	-3%	-1%	2%	-16%[59 µM]	-7	13%
Cc1ccc(O)c(Nc2nc(-c3ccccc3)nc3ccccc23)c1	22%	3%	-18%	-1%	-6%	-7%	8%[0.501 µM]	-1	-1%
O=C(COC(=O)COc1ccccc1)NC1CCCc2ccccc21 (stereo unspecified)	45%[activator]	-1%	8%	4%	5%	i	8%[59 µM]	0	-3%

Record cards, as listed above. Order of screens: HP1b binding inh, ERG Ets-DNA blk, JMJD2A Tudor inh, BAZ2B inh, Pin1 inh, PGK inhibitor, G9a block, PI4K2A inh, GLS inhibitor
CC(Nc1ccc(-c2nc(-c3ccccn3)no2)cc1[N+](=O)[O-])c1ccccc1 (stereo unspecified) is entered as 32%, -3%, -20%, -5%, 14%, 8%, -6%[59 µM], 0, 3%
O=C(Nc1ccc(F)cc1)C(Sc1nnc2ccccn12)c1ccccc1 (stereo unspecified) is entered as 27%, ., -7%, -3%, 2%, i, 6%[59 µM], -2, -4%

Other structures
SMILES	HP1b binding inh	ERG Ets-DNA blk	JMJD2A Tudor inh	BAZ2B inh	Pin1 inh	PGK inhibitor	G9a block	PI4K2A inh	GLS inhibitor
CC(Cl)C(=O)Nc1cc(C(C)(C)C)nn1-c1ccccc1 (stereo unspecified)	48%[activator]	-8%	-1%	-14%	-2%	-5%	-27%	-3	0%
CCOC(=O)c1ccc(NC(=O)Cn2c(=O)cc(C)c3c(C)nn(-c4cccc(F)c4)c32)cc1	51%[activator]	4%	-7%	?	1%	-10%	11%[59 µM]	0	5%
CCOc1ccc(CNc2ccc3c(c2)ncn3C)cc1	-18%	2%	?	?	-7%	-4%	?	9	20%
Cc1ccc(Sc2ccncc2S(N)(=O)=O)cc1	24%	8%	-6%	7%	1%	5%	-18%[59 µM]	3	9%
CCOC(=O)c1[nH]c2ccccc2c1NC(=O)c1ccc2c(c1)OCO2	37%	-10%	-3%	7%	-1%	0%	?	2	14%
CCC1=C(OC(=O)N(CC)CC)N2C(=O)OC(=NCC3CC3)[C@]2(C)[C@H]2C1=CC[C@H]1C(=O)N(C)C(=O)[C@H]12	52%[activator]	-11%	-2%	-1%	-6%	1%	0%[59 µM]	6	-6%
Cc1ccc(C(C)(C)C)c(OCCN2CCCC2)c1	-15%	-5%	4µM*	50µM*	-14%	-3%	3.5µM*	-1	11%
CCCC[C@@H]1C[C@H]1[C@@H](NC(=O)c1cccs1)c1ccc(C(F)(F)F)cc1	51%[activator]	1%	14%	.	-6%	-7%	.	-4	-1%
O=C(CNc1cccc(Cl)c1)c1ccc(Cl)cc1	24%	-17%	6%	5%	0%	-7%	?	13	1%
NC(=O)c1ccc(-c2noc(-c3ccccc3F)n2)cc1	40%[activator]	.	-4%	4%	-3%	-3%	-3%[0.501 µM]	3	-3%
O=C(COc1ccccc1Cl)Nc1ccccc1OCc1cc(=O)n2ccccc2n1	17%[57 µM]	1%	-4%	11%	-8%	-9%	10%[59 µM]	1	-4%
Cc1ccc(S(=O)(=O)NC2(C(F)(F)F)NC(=O)N(C)C2=O)cc1 (stereo unspecified)	32%	.	-10%	33%[activator]	3%	4%	?	-2	3%
Cc1nc(-c2cccc(F)c2)sc1CCNC(=O)Cc1ccc(F)cc1	17%[57 µM]	7%	-11%	7%	-4%	8%	33%[59 µM]	3	2%
CCCOc1cccc(C(=O)N(Cc2cccs2)C2CCS(=O)(=O)C2)c1 (stereo unspecified)	21%	2%	-9%	21%	-2%	-13%	15%	-2	13%
Cc1nn(C)c(C)c1S(=O)(=O)N(CC(=O)NCCc1ccc(Cl)cc1)c1ccc(C(C)C)cc1	51%[activator]	-10%	-25%	-17%	4%	i	1%[59 µM]	1	2%
CCOC(=O)C1(Cc2cccc(OC)c2)CCCN(S(=O)(=O)c2cccnc2)C1 (stereo unspecified)	48%[activator]	-2%	0%	-17%	0%	-1%	?	-1	-2%
CCN1C[C@@H]2[C@@H]3C(=O)N(C)C(=O)[C@@H]3[C@](Cc3ccccc3)(C(=O)OC)N2C1=NCc1ccccc1	20%	1%	-21%	.	-1%	-10%	.	-1	0%
COC(=O)CSc1nnc(-c2ccco2)n1Cc1ccco1	30%	1%	-5%	.	-8%	-1%	?	3	-3%
O=C(NCc1cccs1)c1cc(-c2cccc(Cl)c2)on1	22%	5%	-10%	4%	0%	1%	-21%[59 µM]	-3	-2%
Cc1cc(Cl)ccc1OCCCC(N)=O	37%	-1%	4%	9%	0%	-9%	-1%[59 µM]	2	-1%
CC(=O)Nc1ccc(S(=O)(=O)n2cnc3cc(C)c(C)cc32)cc1	28%	-4%	-12%	0%	3%	-9%	?	-1	29%
CC(=O)Nc1ccc(NC(=O)COc2ccc3c(c2)CCC3)cc1	32%	-5%	-20%	-12%	1%	-3%	10%	-2	-1%
CC(C)c1ccc(NC(=O)c2ccc(F)c(S(=O)(=O)N3CCN(c4ccccc4F)CC3)c2)cc1	31%[activator]	5%	-12%	2%	-9%	i	1%[59 µM]	6	1%
CCCOc1ccc(-c2nonc2NC(=O)c2oc3ccc(Cl)cc3c2C)cc1OCCC	37%	4%	-1%	2%	-1%	6%	10%[59 µM]	-3	3%
Cc1cc(NC(=O)NCc2ccccc2)c(=O)n(Cc2ccccc2F)c1	35%	-1%	-17%	8%	1%	-2%	-6%	-4	6%
COc1ccc(C)cc1NC(=O)c1[nH]c(C)c(C(C)=O)c1C	27%	-16%	-8%	-1%	-2%	-7%	-12%	1	-7%
O=C(CSc1nc2ccccc2s1)N1c2ccccc2Sc2ccc(C(F)(F)F)cc21	23%	5%	-1%	11%	6%	-11%	4%[12.7 µM]	4	-2%
COc1ccc(-n2ncc3c2CC(C)(C)CC3NC(=O)CCC2=NNC(=O)CC2)cc1 (stereo unspecified)	60%[activator]	3%	-10%	-21%	1%	-9%	5%	0	-4%
Cc1ccc(S(=O)(=O)Nc2ccc3oc(=O)sc3c2)c(C)c1	10%	-8%	3%	-18%	-1%	1%	?	?	19%
